# Assay outcomes: PubChem BioAssay, several laboratories
# NPY-Y1 antag: NPY-Y1 receptor antagonists, primary screen, cell-based. Neuropeptide Y receptor type 1 (Homo sapiens), P25929. HEK293-CNG Y1 cells, membrane potential fluorescence; NPY at EC95, then isoproterenol. inhibition, % at 3.6 µM. 1% of 200,000 active;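 active means inhibition above the campaign mean inhibition of all tested compounds plus 3 SD, cut at about 20% in these data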;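 further: 0% = DMSO wells given NPY plus isoproterenol and 100% = isoproterenol alone without NPY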
# Target sequence (P25929 whole entry, looked up): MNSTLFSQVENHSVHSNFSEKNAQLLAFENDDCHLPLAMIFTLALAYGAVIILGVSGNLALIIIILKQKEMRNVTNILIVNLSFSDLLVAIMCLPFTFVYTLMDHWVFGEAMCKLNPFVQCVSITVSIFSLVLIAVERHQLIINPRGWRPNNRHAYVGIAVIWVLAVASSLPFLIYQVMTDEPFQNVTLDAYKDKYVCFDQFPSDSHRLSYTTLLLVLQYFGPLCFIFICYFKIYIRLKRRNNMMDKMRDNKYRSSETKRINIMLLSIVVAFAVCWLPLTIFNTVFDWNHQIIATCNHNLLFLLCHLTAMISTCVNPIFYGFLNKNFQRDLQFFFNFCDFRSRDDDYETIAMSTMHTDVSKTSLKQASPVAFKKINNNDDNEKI
#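 Assay system: HEK293 cells with Y1 receptor plus CNG channel | Probe or stimulus: NPY (25 nM), isoproterenol (1 µM), Ro 20-1724 (25 µM) | Timing: Compound incubation 1 h at room temperature, readout 45 min post-stimulation | Measured by: Membrane-potential fluorescent dye readout | Benchmarks: High control isoproterenol alone, low control NPY with isoproterenol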
# Runt-CBFb FRET: inhibitors of RUNX1 Runt–CBFb binding, primary screen, biochemical, FRET, Cerulean-Runt, Venus-CBFb, uHTS; Runt-related transcription factor 1 (Homo sapiens) + Core-binding factor subunit beta …; 0.46% of 220,000 active; inhibition, % at 20 µM; Cerulean-Runt/Venus-CBFb FRET ratio 530/480, 1 h;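 active means inhibition over about 50% at 20 µM in the single-dose screen, limit read from the data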;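 further: 0% = DMSO wells and 100% = excess unlabeled CBFb competitor control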
#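 Assay system: Cerulean-Runt domain fusion protein, energy donor; Signal: fluorescence energy transfer, 422 nm excitation, 530/480 nm emission; Timing: 1 h compound exposure, room temperature; Control set: unlabeled CBFb; Medium: Tris buffer pH 7.5 with salts and BSA; Compound: single test concentration of 20 µM, 1% DMSO final; Probe or stimulus: Venus-CBFb 100 nM.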
# S1P4 ag: S1P4 receptor agonists, primary screen, cell-based; 0.35% of 220,000 active; S1P4-expressing cell line, agonist reporter assay; activation, % at 4.98 µM; in the data active means activation above about 11%;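 further: 0% = DMSO vehicle and 100% = reference agonist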
# NPY-Y2 PAM-ag: NPY-Y2 potentiators or agonists, primary screen, cell-based | Neuropeptide Y receptor type 2 (Homo sapiens), P49146 | cells expressing NPY-Y2, potentiator/agonist read-out | activation, % at 3.6 µM | 0.45% of 220,000 active | AID 1359, 2008; in the data active means activation above about 27%;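 further: cells stimulated with NPY near EC25 plus isoproterenol at EC100; 0% = vehicle plus submaximal agonist and 100% = vehicle plus saturating agonist; some results beyond the cut were filed as inactive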
# Target sequence (P49146 whole entry, looked up): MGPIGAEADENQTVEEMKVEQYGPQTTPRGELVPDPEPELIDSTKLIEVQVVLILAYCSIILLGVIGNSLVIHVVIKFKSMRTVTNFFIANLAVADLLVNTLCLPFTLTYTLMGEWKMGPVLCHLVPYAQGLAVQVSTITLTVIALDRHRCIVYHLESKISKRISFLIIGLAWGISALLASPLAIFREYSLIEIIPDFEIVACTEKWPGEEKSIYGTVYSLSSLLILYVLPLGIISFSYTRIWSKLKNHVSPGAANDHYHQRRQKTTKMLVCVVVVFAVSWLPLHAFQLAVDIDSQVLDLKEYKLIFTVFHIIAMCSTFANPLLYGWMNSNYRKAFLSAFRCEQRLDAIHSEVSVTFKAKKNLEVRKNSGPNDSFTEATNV
# BaF3 tox: parental Ba/F3 cell viability inhibition, counter-screen for JAK2V617F inhibitor project, murine pro-B, CellTiter-Glo luminescence. 1.1% of 220,000 active. CellTiter-Glo ATP luminescence. AID 1486, 2009. inhibition, % at 5.6 µM;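 active means inhibition above a per-campaign cutoff, the mean inhibition of all tested compounds plus 3 SD, cut at about 27% in these data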;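 further: 0% = DMSO wells and 100% = JAK Inhibitor I control wells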
# RBBP9 inhibitor: human RBBP9 inhibitors, primary screen, biochemical, fluorescence polarization, FP-Rh probe, HTS; Serine hydrolase RBBP9 (Homo sapiens), O75884; recombinant RBBP9; inhibition, % at 7.94 µM; 0.2% of 220,000 active;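 active means inhibition above the campaign mean of all tested compounds plus 3 SD, cut at about 14% in these data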;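 further: plate controls were DMSO wells with RBBP9 for no effect and wells lacking RBBP9 protein for full effect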
# Target sequence (O75884 whole entry, looked up): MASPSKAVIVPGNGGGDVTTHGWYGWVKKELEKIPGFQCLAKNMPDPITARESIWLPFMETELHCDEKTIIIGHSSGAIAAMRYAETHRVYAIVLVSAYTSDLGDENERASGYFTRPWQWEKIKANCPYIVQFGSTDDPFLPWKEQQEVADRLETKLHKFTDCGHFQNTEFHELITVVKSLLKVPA
#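 Measured by – fluorescence polarization · Test system – RBBP9 protein · Input – 2.5 µM RBBP9 dispensing solution, before mixing · Measure – percent inhibition from mP, scaled between DMSO and no-protein wells · Benchmarks – DMSO-treated enzyme wells and wells lacking RBBP9 · Times – preincubation 30 min plus labeling 45 min at 25 °C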
# S1P4 antagonist: S1P4 receptor antagonists, primary screen, cell-based; AID 1510, 2009; S1P4-expressing cells, antagonist mode, reporter read-out; inhibition, % at 4.98 µM; 0.26% of 220,000 active; in the data active means inhibition above about 29%;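 further: 0% = wells stimulated with agonist and 100% = vehicle wells without agonist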
# NPY-Y1 PAM-ag: NPY-Y1 receptor potentiators or agonists, primary screen, cell-based | Neuropeptide Y receptor type 1 (Homo sapiens), P25929 | NPY-Y1 expressing cells, potentiator/agonist activation | activation, % at 3.6 µM | 0.37% of 220,000 active | AID 1304, 2008; in the data active means activation above about 33%, passing the limit was not always enough;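 further: cells stimulated with NPY at EC10 then isoproterenol at EC100; 0% = low agonist plus stimulus and 100% = saturating agonist plus stimulus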
# Ba/F3 V617F tox: reduced viability of JAK2V617F-dependent Ba/F3 cells, primary screen, JAK2V617F inhibitor project, cell-based, Ba/F3 EpoR-JAK2V617F, luminescence | AID 1446, 2008 | inhibition, % at 5.6 µM | ATP luminescence | 1.1% of 220,000 active;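 active means inhibition above the campaign mean plus 3 SD over all tested compounds, cut at about 24% in these data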;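 further: cytokine-independent growth of Ba/F3 cells driven by EpoR plus mutant JAK2; 0% = DMSO-treated cells and 100% = JAK inhibitor I control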
# * hit, by the source's call; x = no result given.
# A first look:
SMILES,NPY-Y1 antag,Runt-CBFb FRET,S1P4 ag,NPY-Y2 PAM-ag,BaF3 tox,RBBP9 inhibitor,S1P4 antagonist,NPY-Y1 PAM-ag,Ba/F3 V617F tox
Cc1oc(-c2ccc3c(c2)OCCO3)cc1C(=O)NC(Cc1ccccc1)C(=O)O (centres undefined),5,49,1.7,-8,2,-5,-19,-6,0
O=C(CN1CCN(Cc2ccccc2Cl)CC1)N/N=C/c1ccco1,x,0,0.9,-2,3,-8,-27,13,-5
CCCCn1c(=O)[nH]c(=O)c2c1nc(-c1cc3c(cc1Br)OCO3)n2C,-2,-1,-0.4,-7,2,0,-6,14,-2
O=C(CSc1ccccn1)N/N=C/c1c[nH]c2ccccc12,1,1,-0.3,14,0,-7,6,-1,1

# The whole of this part, from the first entry:
SMILES,NPY-Y1 antag,Runt-CBFb FRET,S1P4 ag,NPY-Y2 PAM-ag,BaF3 tox,RBBP9 inhibitor,S1P4 antagonist,NPY-Y1 PAM-ag,Ba/F3 V617F tox
Cc1oc(-c2ccc3c(c2)OCCO3)cc1C(=O)NC(Cc1ccccc1)C(=O)O (centres undefined),5,49,1.7,-8,2,-5,-19,-6,0
O=C(CN1CCN(Cc2ccccc2Cl)CC1)N/N=C/c1ccco1,x,0,0.9,-2,3,-8,-27,13,-5
CCCCn1c(=O)[nH]c(=O)c2c1nc(-c1cc3c(cc1Br)OCO3)n2C,-2,-1,-0.4,-7,2,0,-6,14,-2
O=C(CSc1ccccn1)N/N=C/c1c[nH]c2ccccc12,1,1,-0.3,14,0,-7,6,-1,1
Cc1occc1C(=O)N/N=C/c1ccc2c(c1)OCO2,x,1,-0.1,-21,20,-4,-5,-27,22
O=C(Nc1ccc(N2CCN(C(=O)c3ccc(Cl)cc3)CC2)cc1)c1ccc(Br)o1,-18,-1,-1.6,16,6,-1,-26,34,1
O=C(Nc1ccc(O)cc1)C1CC=CCC1 (centres undefined),8,-2,0.4,-6,7,-8,-4,-1,3
Cc1[nH]c2ccccc2c1C(=O)CSc1nc2ccccc2[nH]1,2,-2,0.5,-6,1,-5,-25,-6,-2
N#CCSc1nc(N)c(C#N)c(C2CCCCC2)c1C#N,-6,-3,3.6,3,0,-8,-16,15,-1
O=C(Nc1ccccc1)c1ccc2c(c1)OCO2,7,-1,1.7,-11,4,-17,-23,-10,5
N#CCCn1cc(C(N)=O)c(-c2cccs2)n1,-2,0,-0.1,2,10,2,7,3,3
Cc1ccc(/C=C/C(=O)Nc2cccc3ncccc23)o1,4,9,1.2,-3,3,-8,-3,15,2
CCOC(=O)c1ccc(NC(=S)N(CCN2CCCCCC2)Cc2cccs2)cc1,0,0,1.0,1,4,-4,2,-6,1
COc1cccc(C2=Nc3cccc4cccc(c34)N2)c1,3,2,2.4,-14,1,-2,-3,3,-1
CCOc1ccc(CSC(=N)N)cc1Cl,x,1,-0.6,-9,-3,-10,7,-4,1
O=C(NC1CC2CCCC(C1)N2Cc1ccccc1)C1CCCCC1 (centres undefined),-6,0,1.6,-23,4,-2,-8,-18,3
COc1cc(SC)ccc1C(=O)Nc1ncc(Cl)cc1Cl,13,0,1.5,6,2,-8,-1,-7,3
COc1ccc(CCNCc2csc3nc4ccccc4n23)cc1OC,-8,1,0.2,-3,12,0,-22,-1,2
CC(=O)c1ccc(NC(=S)NCCc2ccc(S(N)(=O)=O)cc2)cc1,-4,4,-0.9,8,6,-1,-12,-1,-3
CCOC(=O)CCP(=O)(O)C(O)(c1ccccc1)c1ccccc1,7,1,1.1,0,5,4,-25,25,1
Cc1cccc2cc(CN(Cc3ccc(F)cc3)C(=O)N(C)C)c3nnnn3c12,5,-2,1.7,-19,1,-8,-14,-12,-2
CCc1ccccc1NC(=O)N1CCC(NC(=O)C(Cc2ccc(OC)c(OC)c2)NC(C)=O)CC1 (centres undefined),0,-1,-1.2,19,3,7,-2,21,0
COc1ccc(NC(=O)CC2C(=O)N(c3ccc(OC)cc3)C(=O)N2C(C)C)cc1 (centres undefined),1,2,2.7,1,6,4,-8,10,-1
CC(=O)c1ccc(OCC(C)C)c(CC(C(N)=O)C(N)=O)c1,16,-3,0.3,5,6,-11,-1,6,0
Cc1ccc(-c2noc(-c3cc4ccccc4oc3=O)n2)cc1,3,-3,-1.7,10,4,-5,-15,-11,-4
Cc1cc(C)cc(-c2nc(-c3ccncc3)no2)c1,7,-2,-3.3,1,9,0,3,14,-1
Cc1ccccc1CNC(=O)/C=C\C(=O)O,-4,-1,0.3,5,11,-7,-4,13,5
COc1ccc(Oc2c(C)oc3c(CN4CCOCC4)c(O)ccc3c2=O)cc1,2,-1,-0.3,10,6,-6,-4,-13,2
CCOC(=O)/C(=C/C=C1\Sc2ccccc2N1CC)C(C)=O,2,-35,-1.3,-3,6,-4,-9,-8,-1
CCOC(=O)c1c(-c2cccc([N+](=O)[O-])c2)csc1NC(=O)CCCOc1ccccc1,8,1,-1.3,-5,4,-1,-2,-18,-1
CCOc1ccccc1C1CC(=O)NC2=C1C(=O)CCC2 (centres undefined),-3,1,0.3,3,5,-5,12,5,-1
Cc1ccc2nc(SCC(=O)NCC3CCCO3)c(C#N)cc2c1 (centres undefined),0,2,0.8,7,3,-7,-10,-5,1
CCOCCCNC(=O)C1CCCN(S(=O)(=O)CC)C1 (centres undefined),0,0,2.4,1,3,2,-26,0,-2
Cc1ccc(S(=O)(=O)N(C(=O)c2ccncc2)c2ccc(OC(=O)c3ccncc3)cc2)c(C)c1,4,-8,-0.2,6,4,1,-15,2,-2
CN1CCN(c2nc3c(c(=O)[nH]c(=O)n3C)n2CCCSc2nnnn2-c2ccccc2)CC1,9,-1,-2.2,2,3,2,-2,7,5
O=C1CC2C(=O)NCCN2C(=NC(=O)c2ccccc2)N1 (centres undefined),8,0,0.1,1,4,-14,-1,2,-1
COC(=O)c1cccc(NC(=O)c2cc(OC)c(OC)c(OC)c2Br)c1,2,1,4.7,7,5,-11,0,16,2
O=C1NC2(CCCCCC2)Cc2ccccc21,5,-1,-6.0,-11,6,-4,-2,15,-2
CCN(CC)S(=O)(=O)c1ccc2c(c1)nc(SCC(N)=O)n2-c1ccc(OC)cc1,1,0,0.8,-8,-1,-1,17,-29,-4
COc1ccc2[nH]c(CN3CCN(CCC(C)C)C(CCO)C3)c(C)c2c1 (centres undefined),1,-2,-1.9,-9,2,4,-5,2,0
Cc1nnc(SCC(=O)N(C)C2CCS(=O)(=O)C2)n1Cc1ccccc1 (centres undefined),-1,0,0.2,-3,1,-1,-25,4,-2
CCOC(=O)c1c[nH]n2c(=O)cc(C)nc12,x,-1,-1.8,-5,-2,-3,6,18,-5
Cc1ccc(C)c(NC(=O)CSc2nc3c(c(=O)n2C)SC(C)C3)c1 (centres undefined),2,-1,-1.2,-7,5,-2,-4,-22,1
O=C(O)CCCCCNS(=O)(=O)c1cccc2nsnc12,5,-1,-1.8,1,1,9,-1,1,-3
O=C(NNc1ccccn1)c1ccc(Cl)nc1,0,-1,1.3,16,4,-5,-9,19,-1
S=C(NC1CCCCC1)N1CCn2cccc2C1c1cccnc1 (centres undefined),-1,0,-0.1,13,-4,-13,-12,8,-6
COc1ccc(-c2csc(N(Cc3ccccc3)C(=O)COc3ccc(Cl)cc3)n2)cc1,-2,0,-1.0,-6,0,-8,-23,7,-3
NS(=O)(=O)c1cc(C(=O)OCC(=O)c2ccc3c(c2)OCCO3)ccc1Cl,-7,2,-0.6,-6,8,-10,-15,4,7

# Given with tabs: entries from further up.
canonical_smiles	NPY-Y1 antag	Runt-CBFb FRET	S1P4 ag	NPY-Y2 PAM-ag	BaF3 tox	RBBP9 inhibitor	S1P4 antagonist	NPY-Y1 PAM-ag	Ba/F3 V617F tox
COc1ccc2[nH]c(CN3CCN(CCC(C)C)C(CCO)C3)c(C)c2c1 (centres undefined)	1	-2	-1.9	-9	2	4	-5	2	0
COc1ccc(NC(=O)CC2C(=O)N(c3ccc(OC)cc3)C(=O)N2C(C)C)cc1 (centres undefined)	1	2	2.7	1	6	4	-8	10	-1
O=C(Nc1ccccc1)c1ccc2c(c1)OCO2	7	-1	1.7	-11	4	-17	-23	-10	5
CCOC(=O)c1ccc(NC(=S)N(CCN2CCCCCC2)Cc2cccs2)cc1	0	0	1.0	1	4	-4	2	-6	1
Cc1nnc(SCC(=O)N(C)C2CCS(=O)(=O)C2)n1Cc1ccccc1 (centres undefined)	-1	0	0.2	-3	1	-1	-25	4	-2

# Next section:
SMILES,NPY-Y1 antag,Runt-CBFb FRET,S1P4 ag,NPY-Y2 PAM-ag,BaF3 tox,RBBP9 inhibitor,S1P4 antagonist,NPY-Y1 PAM-ag,Ba/F3 V617F tox
CCSc1cc(C)nc2ncnn12,1,2,-2.4,-4,4,-3,0,16,0
O=C(NCc1ccc2c(c1)OCO2)c1ccc(N2CCCC2=O)cc1,3,-1,1.5,-26,8,0,3,-12,5
COC(=O)N/N=C/c1ccc(-c2cccc(Cl)c2)o1,1,1,-0.1,-11,8,5,-9,-8,1
COc1ccc(CCn2c(=O)[nH]c3cc(C(=O)NCCCN4CCOCC4)ccc3c2=O)cc1OC,x,1,-1.8,-11,-3,-5,-22,7,-2
Cc1nc2nc(COc3ccccc3)[nH]n2c(=O)c1C,5,1,-0.2,-17,8,1,-9,9,2
COc1ccc(C(C(O)C(=O)c2c[nH]c3ccccc23)N2CCN(c3ccc(OC)cc3)CC2)cc1 (centres undefined),-5,2,0.7,12,9,-5,-10,21,1
COc1ccc(NS(=O)(=O)c2ccc(NC(=O)C(CCSC)NC(N)=O)cc2)cc1 (centres undefined),x,0,1.4,-8,-2,-2,-22,5,-6
CN1C(=O)C2(Nc3ccccc3-c3nc4ccccc4n32)c2ccccc21 (centres undefined),-3,2,-1.4,-3,3,-10,-2,-6,2

# Rewritten with bars between the fields: entries from further up
Compound | NPY-Y1 antag | Runt-CBFb FRET | S1P4 ag | NPY-Y2 PAM-ag | BaF3 tox | RBBP9 inhibitor | S1P4 antagonist | NPY-Y1 PAM-ag | Ba/F3 V617F tox
CCSc1cc(C)nc2ncnn12 | 1 | 2 | -2.4 | -4 | 4 | -3 | 0 | 16 | 0
O=C(NCc1ccc2c(c1)OCO2)c1ccc(N2CCCC2=O)cc1 | 3 | -1 | 1.5 | -26 | 8 | 0 | 3 | -12 | 5
